JMJD2A Tudor = inhibitors of human JMJD2A Tudor domain; AlphaScreen JMJD2A-Tudor / H3K4me3 peptide binding; Potency, µM (doses to about 114 µM), for the others: at the highest dose activity change, negative = inhibition, usual class: inhibitors; actives 4.4% (n = 390,000); AID 504339; further: potency means the concentration at half of the fitted maximal effect; on the % scale 0 is the no-effect control and ±100 the full control effect; nearly all actives have a fitted effect of over 50% in size
BAZ2B block = blocks human BAZ2B. AlphaScreen BAZ2B-H3K14Ac peptide displacement. AID 504333. Potency, µM (titrated, usually from 114 µM), for inactives: at the top dose activity change, negative = inhibition, most hits filed as inhibitors. actives 4.4% (n = 360,000); further: potency means the concentration at half of the fitted maximal effect; on the % scale 0 is the no-effect control and ±100 the full control effect; nearly all actives have a fitted effect of over 60% in size
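Multi-concentration screen (max 110 uM) measuring displacement of acetylated histone H3 peptide from BAZ2B by AlphaScreen, using 50 nM protein, 50 nM peptide and 10 ug/mL streptavidin donor plus Ni-chelate acceptor beads.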
HP1b binding inh = inhibitors of HP1-beta chromodomain binding to methylated histone tails; actives 0.56% (n = 390,000); AID 540317; P83916; Potency, µM (top dose mostly 114 µM), for inactives: top-dose activity change, negative = inhibition, most hits filed as inhibitors; AlphaScreen HP1-beta / biotin-H3K9me3 peptide binding; further: potency means the concentration at half of the fitted maximal effect; nearly all actives have a fitted effect of over 70% in size; inactives centre near 23
Target sequence (P83916 whole entry, looked up): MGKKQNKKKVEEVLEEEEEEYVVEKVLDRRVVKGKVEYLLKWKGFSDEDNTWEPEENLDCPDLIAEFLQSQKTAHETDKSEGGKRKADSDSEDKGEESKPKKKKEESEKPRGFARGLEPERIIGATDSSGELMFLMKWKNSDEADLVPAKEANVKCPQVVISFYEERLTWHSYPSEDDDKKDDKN
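Compound inhibition of the preformed complex between 50 nM HP1-beta and 50 nM biotinylated H3K9me3 peptide was read by AlphaScreen. Buffer was PBS pH 7.4 with 0.01% Tween-20. Incubations ran 30 min at room temperature, with 10 ug/mL donor/acceptor beads.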
Pin1 inhibitor = inhibitors of human Pin1; AID 504891; Pin1 FP peptide displacement, HiFluor488, 10 min; actives 0.009% (n = 390,000); Q13526; Potency, µM (titrated, usually from 115 µM), for inactives: at the top dose activity, negative = inhibition, usual class: inhibitors; active means well fitted inhibition curve with a large enough effect in the polarisation, with a control signal flat, not every such curve was filed as active; inconclusive means small, poorly fitted or top-dose-only effect, or effect the other way, or a change in a side signal; inactive means no such curve, though single readings can be large or run the other way; the % refers to the polarisation; further: potency means the concentration at half of the fitted maximal effect; on the % scale 0 is the no-effect control and ±100 the full control effect
Target sequence (Q13526 whole entry, looked up): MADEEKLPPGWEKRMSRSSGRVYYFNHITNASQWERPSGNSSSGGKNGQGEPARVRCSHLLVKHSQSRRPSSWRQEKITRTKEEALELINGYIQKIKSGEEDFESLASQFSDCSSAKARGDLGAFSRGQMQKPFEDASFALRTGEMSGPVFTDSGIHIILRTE
PGK inhibitor = blocks T. brucei phosphoglycerate kinase; P07378; PGK/GAPDH coupled, Kinase-Glo luminescence, 60 min; Potency, µM (titrated, usually from 57.5 µM), inactives show at the top dose activity change, negative = inhibition, hits mostly inhibitors; actives 0.043% (n = 380,000); AID 602233; further: potency means the concentration at half of the fitted maximal effect; on the % scale 0 is the no-effect control and ±100 the full control effect; nearly all actives have a fitted effect of over 60% in size
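Recombinant glycosomal PGK reaction used 1,3-bisphosphoglycerate generated in-well by GAPDH (100nM final) in 100mM TEA pH 7.6, 5mM MgCl2, 0.01% Tween-20. After 60 minutes at room temperature, ATP was read by Kinase-Glo Plus luminescence end-point.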
G9a inh = blocks human histone lysine methyltransferase G9a. actives 8.8% (n = 350,000). G9a H3K9 monomethylation, AlphaScreen, 2 h. Potency, µM (top dose mostly 102 µM), for the others: at the highest dose activity, negative = inhibition, most hits filed as inhibitors; further: potency means the concentration at half of the fitted maximal effect; on the % scale 0 is the no-effect control and ±100 the full control effect; nearly all actives have a fitted effect of over 75% in size
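Compounds were preincubated with 20 nM G9a for 15 min, after which biotinylated H3K9 peptide (500 nM) and SAM (20 uM) started a 2 h room-temperature reaction. Monomethylated product was quantified by antibody-based AlphaScreen chemiluminescence.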
GLS inhibitor = inhibitors of human glutaminase (GLS). O94925. GLS enzymatic activity, qHTS titration. Potency, µM (series often up to 45.5 µM), for inactives: at the highest dose activity change, negative = inhibition, most hits filed as inhibitors. actives 0.21% (n = 410,000); further: potency means the concentration at half of the fitted maximal effect; on the % scale 0 is the no-effect control and ±100 the full control effect
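Read-out is an Amplex red fluorescence increase coupled through glutamate oxidase and HRP, measured before and after 30 min room-temperature incubation. hKGA is in 45 mM KH2PO4 (pH 8.2) with 0.02% Tween-20; glutamine added as 1mM solution.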
PI4K2A block = blocks human PI4K2A kinase activity; Q9BTU6; purified PI4K2A, ADP-Glo luminescence, 1 h; active compounds read low; activity change, negative = inhibition, % at 76.9 µM; actives 0.13% (n = 420,000); AID 1346378; in the data active means activity change below about -50%; inconclusive means mostly about -30% to -49%;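 further: -100% = wells without enzyme as full effect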
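Compounds are screened against recombinant PI4K2A using PI as substrate and ATP, the latter dispensed at 300 microM. Reactions run one hour at ambient temperature before ADP-Glo detection; full inhibition defined by wells lacking enzyme.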
Pol eta inh = inhibitors of human DNA polymerase eta. recombinant Pol eta, fluorescent DNA replication assay. Potency, µM (top dose mostly 114 µM), for the others: at the top dose activity change, negative = inhibition, usual class: inhibitors. actives 1.2% (n = 390,000). AID 588591; further: potency means the concentration at half of the fitted maximal effect; on the % scale 0 is the no-effect control and ±100 the full control effect
Target sequence (Q9Y253 whole entry, looked up): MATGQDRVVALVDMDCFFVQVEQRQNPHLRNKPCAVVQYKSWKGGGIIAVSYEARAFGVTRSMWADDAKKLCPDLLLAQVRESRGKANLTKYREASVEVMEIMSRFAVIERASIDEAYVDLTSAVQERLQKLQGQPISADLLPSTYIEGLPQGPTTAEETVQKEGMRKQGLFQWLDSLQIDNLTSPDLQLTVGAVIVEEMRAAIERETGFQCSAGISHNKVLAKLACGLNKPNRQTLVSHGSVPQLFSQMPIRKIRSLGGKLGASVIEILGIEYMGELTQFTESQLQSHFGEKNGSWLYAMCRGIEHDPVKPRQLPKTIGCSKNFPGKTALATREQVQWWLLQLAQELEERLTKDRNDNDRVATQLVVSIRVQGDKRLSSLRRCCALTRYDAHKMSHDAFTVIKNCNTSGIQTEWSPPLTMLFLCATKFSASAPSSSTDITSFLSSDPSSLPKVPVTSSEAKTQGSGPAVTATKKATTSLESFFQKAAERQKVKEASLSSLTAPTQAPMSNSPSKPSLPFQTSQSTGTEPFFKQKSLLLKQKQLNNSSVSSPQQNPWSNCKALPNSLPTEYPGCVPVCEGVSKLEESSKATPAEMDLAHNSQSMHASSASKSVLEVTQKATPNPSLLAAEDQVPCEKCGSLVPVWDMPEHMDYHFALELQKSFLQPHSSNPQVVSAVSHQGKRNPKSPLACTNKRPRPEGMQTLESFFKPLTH
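Pol eta at 10 nM preincubated with compounds 15 min at room temperature; reaction started with fluorescent substrate (50 nM final) and read kinetically at 0 and 10 min.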
Numbers without * were called inactive; i = inactive; ? = inconclusive; . = no result given; [ ] = remark or other dose. Unless noted, the call rests on the fitted dose curve; in most records, active means well fitted curve in the direction sought with a large enough effect; inconclusive means small, poorly fitted or top-dose-only effect, or another doubt; inactive means no such curve, though single readings can be large; an effect the other way counts as inactive or inconclusive. Some of the compounds tested, so the mix of outcomes need not match the whole.

JMJD2A Tudor,BAZ2B block,HP1b binding inh,Pin1 inhibitor,PGK inhibitor,G9a inh,GLS inhibitor,PI4K2A block,Pol eta inh,smiles
?,?,-25%,1%,-7%,-43%[59 µM],1%,-6,-6%,COc1cc(NCCCCCCCN)c2ncccc2c1
20µM*,32µM*,-18%,6%,-4%,?,3%,4,-29%,CCN(CC(=O)Nc1cccc(OC)c1)CC(=O)Nc1ccc(C)cc1Cl
0%,0%,25%,2%,10%,5%[59 µM],-4%,-4,0%,Cc1ccc(S(=O)(=O)C(CNC(=O)C(=O)NCCc2ccc(F)cc2)c2cccs2)cc1 (stereo not drawn)
-20%,-4%,11%,4%,-2%,22%,1%,4,-2%,CC1(C)Cc2c(sc3nc(N/N=C/c4ccccc4)[nH]c(=O)c23)CO1
-11%,.,-9%,-7%,-9%,-42%,9%,0,2%,CCOc1ccc(C(CC(=O)O)NC(=O)C(Sc2ccccc2)c2ccccc2)cc1 (stereo not drawn)
-9%,.,8%,1%,-4%,.,4%,0,-5%,C=CCn1cnnc1SCC(=O)N(C1CCCCC1)C1CCS(=O)(=O)C1 (stereo not drawn)
-13%,1%,8%,7%,.,66%[activator][59 µM],3%,6,3%,O=C(Nc1ccc2c(c1)OCCO2)C1CCN(C(=O)c2ccc(Br)cc2)CC1
1%,-2%,16%,-3%,i,4%,-5%,5,-14%,COc1ccc(S(=O)(=O)N2CCCC(C(=O)N3CCOCC3)C2)cc1Cl (stereo not drawn)
-23%,-20%,19%,7%,1%,3%,5%,0,-4%,O=C(Nc1cccc([N+](=O)[O-])c1)N1CCc2ccccc2C1
6%,-2%,20%,5%,-2%,5%[59 µM],6%,1,-3%,Cc1c(NC(=O)CN2C(=O)NC3(CCCC3)C2=O)c(=O)n(-c2ccccc2)n1C
-22%,.,24%,-9%,i,.,3%,-2,0%,CCCN=C1N(C)C[C@@H]2[C@@H]3C(=O)N(C)C(=O)[C@@H]3[C@](Cc3ccccc3)(C(=O)OC)N12
?,4µM*,9%,-11%,-9%,-107%[59 µM],6%,-5,-13%,O=C(CNCc1ccccn1)N1CCc2ccccc2C1
-4%,-3%,11%,0%,-9%,12%,0%,-1,0%,CCN(CC)S(=O)(=O)c1ccc(C)c(NC(=O)CN(C)C)c1
50µM*,0%,34%,11%,5%,18%[12.7 µM],-1%,-4,?,Brc1ccc(C2=Nn3c(nnc3-c3cccnc3)SC2)s1
-16%,-1%,8%,-1%,i,-3%,2%,-5,-8%,COc1ccc(CN(C(=O)c2snc(C(N)=O)c2N)C(C(=O)NC2CCCC2)c2ccc(OC)cc2)cc1 (stereo not drawn)
-4%,.,46%[activator],-4%,-2%,.,-21%,4,-15%,CC1(C)CC(=O)C=C(c2cc3ccccc3s2)C1
3%,2%,36%,-11%,-7%,-32%,-2%,-1,-4%,Cc1onc(-c2ccccc2Cl)c1C(=O)NCc1nnnn1-c1ccc(F)cc1
-5%,-5%,26%,1%,6%,-32%,18%,0,2%,O=C(C1CCN(S(=O)(=O)N2CCOCC2)CC1)N1CCN(Cc2ccc3c(c2)OCO3)CC1
-23%,8%,16%,3%,-9%,-29%,6%,0,-22%,Cc1ccc(S(=O)(=O)N2CCOCC2)cc1NC(=O)COC(=O)CCC(=O)c1ccc(F)cc1
-30%,-4%,0%,0%,11%,50µM*,-1%,5,-11%,COc1ccc(-c2csc(NC(=O)CN3C(=O)NC4(CCCC4)C3=O)n2)c(OC)c1
-12%,-9%,36%,-2%,-2%,10%[59 µM],2%,-1,2%,CC(=O)N1c2ccc(S(=O)(=O)N3CCC(C(=O)NCc4ccccc4Cl)CC3)cc2CC1C (stereo not drawn)
-13%,.,7%,8%,4%,.,5%,-1,-6%,CC1CCN(C(=O)COC(=O)CCC(=O)c2ccc(Cl)cc2)CC1
-9%,-22%,21%,?,-20%,1µM*,4%,-15,-2%,CC(=O)CSc1nc2cc3c(cc2cc1C#N)OCCO3
?,?,20%,-2%,-3%,-1%,9%,-4,-20%,COc1cccc(/C=N/N2CCN(c3ccc(Cl)cc3)CC2)c1OC
-28%,-36%,6%,0%,-7%,41%[12.7 µM],3%,7,-8%,CCOc1ccc2nc(C)cc(Nc3ccc4c(c3)OCCO4)c2c1
-3%,-5%,33%,-1%,0%,-5%,5%,-1,0%,O=C(NCCS(=O)(=O)NCc1ccc(F)cc1)c1ccccc1
-15%,11%,24%,-3%,-5%,3%,-6%,-3,2%,Cc1ccc(C(=O)Nc2c3c(nn2C(C)(C)C)CS(=O)(=O)C3)cc1C
?,35µM*,3%,6%,-6%,.,0%,-2,-24%,COc1ccc(C)c2sc(N(CCN(C)C)C(=O)/C=C/c3cccs3)nc12
?,?,-15%,-2%,-8%,.,8%,6,-19%,COc1ccc(/C=C2\SC(=S)N(C(C)C(=O)NC3C=CS(=O)(=O)C3)C2=O)cc1 (stereo not drawn)
-8%,-8%,19%,3%,-5%,.,2%,1,8%,CC1CCCCN1CCCNC(=O)CCCN1C(=O)c2cccnc2Sc2ccccc21 (stereo not drawn)
?,-9%,3%,6%,1%,40µM*,28%,-22,-19%,C/C(=C\C(=O)c1ccc(F)cc1)Nc1ccc(N2CCOCC2)cc1
-6%,9%,16%,0%,-8%,8%[59 µM],-8%,-1,-8%,CC1CCN(C(=O)CCc2ccc(S(=O)(=O)NC(C)(C)C)cc2)CC1

Limited to PGK inhibitor, HP1b binding inh and PI4K2A block, for some of the entries so far:
smiles | PGK inhibitor | HP1b binding inh | PI4K2A block
CCOc1ccc2nc(C)cc(Nc3ccc4c(c3)OCCO4)c2c1 | -7% | 6% | 7
CC1CCCCN1CCCNC(=O)CCCN1C(=O)c2cccnc2Sc2ccccc21 (stereo not drawn) | -5% | 19% | 1
O=C(NCCS(=O)(=O)NCc1ccc(F)cc1)c1ccccc1 | 0% | 33% | -1
COc1ccc(/C=C2\SC(=S)N(C(C)C(=O)NC3C=CS(=O)(=O)C3)C2=O)cc1 (stereo not drawn) | -8% | -15% | 6

Continued:
JMJD2A Tudor,BAZ2B block,HP1b binding inh,Pin1 inhibitor,PGK inhibitor,G9a inh,GLS inhibitor,PI4K2A block,Pol eta inh,smiles
?,?,-20%,0%,-3%,?,2%,0,2%,CNc1nc2c(C)cccn2c(=O)c1C=Nc1ccc(OC)cc1
-35%,-19%[57.1 µM],10%,0%,-5%,?,3%,-3,-12%,Cc1ccc(CN2CCC(CNC(=O)c3cc4ccc5cccnc5c4[nH]3)CC2)cc1
-8%,8%,40%,-5%,i,8%,1%,4,-14%,N#Cc1ccc(-c2ccc(F)cc2)nc1Oc1ccc(F)cc1
-6%,-6%,32%,3%,-3%,-5%,24%,2,-2%,CCOc1cc(/C=C2\SC(=NC)N(C)C2=O)cc(Cl)c1OC(C)=O
-1%,-1%,19%,6%,-5%,12%[0.501 µM],83%[activator],-3,-8%,O=C(COC(=O)c1ccccc1F)NC1CCCC1
12%,?,55%[activator],-4%,-4%[11.5 µM],21%[59 µM],0%,-4,-9%,COc1cccc(-c2nc(Cc3ccc(OC)c(OC)c3)no2)c1
-2%,-1%,18%,4%,-10%,.,14%,-5,-20%,Cc1cccc(C(C)C)c1NC(=O)C1CCN(S(=O)(=O)c2ccccc2)CC1
-33%,.,-14%[57 µM],-12%,-3%,.,1%,5,-6%,Cc1ccc(Nc2cc(Cl)nc(N)n2)c([N+](=O)[O-])c1
-20%,-19%,29%,-11%,-4%,45µM*,4%,-1,-2%,CCOC(=O)C1=C(c2ccccc2)OC(N)=C(C#N)C1c1ccncc1 (stereo not drawn)
3%,-14%,23%,-21%,0%,20%,-6%,-1,-19%,O=C(Nc1cccc(Cl)c1)N1CCCCCC1
-16%,-5%,35%,0%,i,20%,-4%,1,-16%,COc1ccc(CN2CCC(C(=O)c3ccc(Cl)cc3)CC2)cc1
56µM*,?,?,-2%,0%,?,7%,-5,4%,CCCC(c1nnnn1Cc1cccs1)N1CCN(C2CCCC2)CC1 (stereo not drawn)
.,.,.,.,-9%,.,3%,2,-3%,CCOC(=O)C1CCN(C(=O)CCn2c(=O)oc3ccccc32)CC1
-10%,5%,38%,2%,15%,-23%,2%,-1,-11%,Cc1cc(NS(=O)(=O)c2cccs2)no1
-27%,1%,19%,-3%,-1%,?,1%,5,-3%,CCN(CC)S(=O)(=O)c1ccc(-c2nnc3sc4cccc(C)c4n23)cc1
-9%,20%,28%,2%,-8%,18µM*,11%,4,-10%,CC(C)(C)c1cc(CN2CCN(CCC#N)CC2)cc(C(C)(C)C)c1O
-12%,-28%,35%,20%,-1%,?,9%,2,-20%,CCc1ccc(OCC(=O)NC(=S)Nc2ccc(C(=O)O)cc2)cc1
-1%,-6%,62%[activator],-2%,-7%,-6%[59 µM],10%,-7,-13%,CCOc1c(OC)cc(C2C(C#N)=C(N)Oc3n[nH]c(-c4ccncc4)c32)cc1OC (stereo not drawn)
-9%,-7%,13%,4%,i,-45%[59 µM],0%,1,-8%,CCn1cc(CNC(=O)c2cc(-c3ccc(C)c(C)c3)nc3ccccc23)c(C)n1
-15%,-7%,11%,12%,-7%,.,5%,1,-17%,CC1C=CCC2C(=O)N(c3cccc(C(=O)Nc4ccc(Br)cc4)c3)C(=O)C12 (stereo not drawn)
-15%,0%,30%,5%,-1%,15%,1%,-4,-9%,COc1cccc(/C=C/c2ccc3cccc(O)c3n2)c1OC
-2%,5%,34%,-3%,-6%,4%,2%,-4,-10%,Cc1cc(=O)[nH]c2n[nH]c(-c3ccccc3)c12

From PubChem BioAssay
